Screening results from PubChem BioAssay.
CaV13 ICDI inh – Disruptors of the CACNA1D IQ motif to Ca2+-dependent inactivation inhibitor domain association, primary screening, Förster resonance energy transfer in intact living …. HEK cells, CFP/YFP FRET ICDI-IQ, plate reader, 10 min; percent FRET-ratio fall versus neutral wells. inhibition, % at 12.3 µM. hit rate 0.098% among 340,000. AID 743397;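 active = mean replicate inhibition of at least 30% and at least 1% of replicates passing that level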;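 note: 0% = median of the neutral control wells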
NR2E3 ag-1 – inhibitors of NR2E3-RetCOR corepressor binding, primary screen, NR2E3 agonist project, biochemical, TR-FRET, GST-NR2E3, biotin-RetCOR; hit rate 0.12% among 320,000; AID 2300, 2010; 1536-well; inhibition of corepressor binding, % at 4.78 µM; Photoreceptor-specific nuclear receptor (Homo sapiens), Q9Y5X4;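 active = percent inhibition above the cutoff of mean plus 3 SD of all tested compounds, set per screening campaign, cut at about 20% in these data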;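 note: 0% = DMSO wells and 100% = biotin wells as full block of FRET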
Target sequence (Q9Y5X4 whole entry, looked up): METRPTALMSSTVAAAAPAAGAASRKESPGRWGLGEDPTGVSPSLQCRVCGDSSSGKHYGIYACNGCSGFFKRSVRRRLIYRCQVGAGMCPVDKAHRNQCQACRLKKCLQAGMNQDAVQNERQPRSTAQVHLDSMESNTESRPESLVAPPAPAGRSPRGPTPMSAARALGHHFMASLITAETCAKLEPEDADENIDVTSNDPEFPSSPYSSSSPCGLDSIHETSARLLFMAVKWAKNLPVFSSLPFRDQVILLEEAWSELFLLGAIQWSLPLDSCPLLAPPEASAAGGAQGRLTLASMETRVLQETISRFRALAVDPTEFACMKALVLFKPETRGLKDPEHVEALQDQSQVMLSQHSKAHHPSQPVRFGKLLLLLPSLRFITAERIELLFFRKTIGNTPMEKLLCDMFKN
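Format: 1536-well format; test system: GST-NR2E3 and biotin-RetCOR proteins; read-out basis: percent inhibition of TR-FRET ratio; timing: 5 h incubation at 4 °C; detection: time-resolved FRET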
CF NFkB block – inhibitors of PAF-induced NF-kB signaling, primary screen, cell-based, GFP fluorescence, uHTS; KKLEB NF-kB-GFP reporter, GFP fluorescence overnight; inhibition, % at 5 µM; hit rate 0.86% among 360,000;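 active = at least 50% inhibition at 5 µM, scaled per plate between neutral and stimulator controls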;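 note: PAF is a Pseudomonas aeruginosa culture filtrate used as stimulus; plate controls were PAF-stimulated DMSO wells for no effect and unstimulated DMSO wells for full effect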
Peg3 promoter – Peg3 promoter-driven luciferase inhibitors, primary screen, cell-based, HeLa, luciferase luminescence | HeLa PEG-Prom luciferase reporter, overnight | inhibition, % at 20 µM | hit rate 1.7% among 360,000 | AID 588405, 2011;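 active = inhibition of at least 50% at 20 µM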
MITF TRPM1 inh – inhibitors of MITF-dependent TRPM1 promoter reporter, primary screen, cell-based, SK-MEL-5, single point, luciferase. SK-MEL-5 TRPM1 promoter luciferase, 24 h. AID 488899, 2010. inhibition, % at 12.5 µM. hit rate 0.83% among 330,000;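 active = mean inhibition across replicates of 60% or more, whatever share of single replicates reaches that level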; note: values of inactives mirror those of a sister screen read the other way
NR2E3 ag-2 – NR2E3 agonists in two-hybrid cells, primary screen, cell-based, luminescence, CHO-S, Gal4-NCOR/VP16-NR2E3; hit rate 0.35% among 360,000; inhibition of corepressor binding, % at 3.98 µM; luciferase; AID 602229, 2012;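 active = inhibition above the mean of all tested compounds plus 3 SD, cut at about 70% in these data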;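 note: 0% = DMSO with NR2E3 transfected cells and 100% = cells lacking NR2E3 construct; higher means lower luciferase signal from less NR2E3 corepressor binding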
PDI inh – inhibitors of human PDI, primary screen, biochemical, turbidity, single point, plate reader. Protein disulfide-isomerase (Homo sapiens), P07237. PDI insulin aggregation turbidity, A650, 90 min. inhibition, % at 10 µM. hit rate 0.052% among 350,000;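 active = mean inhibition across replicates of 30% or more, whatever share of single replicates reach that level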;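 note: absorbance from insulin aggregation driven by PDI reduction with DTT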
Target sequence (P07237 whole entry, looked up): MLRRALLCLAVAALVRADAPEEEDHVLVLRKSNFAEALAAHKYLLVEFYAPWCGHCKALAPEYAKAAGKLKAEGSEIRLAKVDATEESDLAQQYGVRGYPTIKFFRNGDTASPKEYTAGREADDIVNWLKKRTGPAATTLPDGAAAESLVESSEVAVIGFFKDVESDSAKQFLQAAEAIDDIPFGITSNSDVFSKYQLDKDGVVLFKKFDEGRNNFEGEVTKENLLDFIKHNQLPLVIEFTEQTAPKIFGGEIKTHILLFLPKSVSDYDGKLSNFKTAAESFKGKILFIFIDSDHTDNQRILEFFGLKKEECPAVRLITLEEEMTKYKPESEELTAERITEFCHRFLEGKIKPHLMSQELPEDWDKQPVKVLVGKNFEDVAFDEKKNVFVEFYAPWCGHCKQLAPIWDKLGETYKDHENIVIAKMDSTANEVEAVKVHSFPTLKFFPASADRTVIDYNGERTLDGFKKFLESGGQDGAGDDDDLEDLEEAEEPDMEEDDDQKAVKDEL
Vif imaging – HIV Vif self-association inhibitors, primary screen, imaging, HEK293T, single point | HEK293T cells, Vif self-association by quenched fluorescence, 24 h | hit rate 0.35% among 340,000 | inhibition, % at 7.49 µM; in the data active = inhibition above about 50%, passing the limit was not always enough; note: some results filed as inactive read as strong as hits
HIF-2a block – HIF-2a reporter inhibitors, primary screen, luminescence, 786-0 RCC cells | 786-0 RCC cells HIF-2a reporter, luciferase luminescence, overnight | hit rate 0.72% among 360,000 | inhibition, % at 18.8 µM;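 active = inhibition of the luminescence signal of 40% or more relative to plate controls, in a single-dose primary screen at 18.75 µM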
Shn3 inh set2 – reduction of Shn3 3'UTR firefly luciferase signal, primary screen, Schnurri-3 inhibitor project, cell-based, Clone20 osteoblasts, set 2; AID 588674, 2011; hit rate 0.52% among 360,000; inhibition, % at 12.5 µM; Clone20 osteoblast Shn3 3'UTR firefly luciferase, 24 h;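 active = mean inhibition of at least 75% with every replicate also reaching 75%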;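 note: 0% = median of neutral control wells and 100% = pilot-screen positive control compound; some compounds past the cut are filed as inactive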
KKLEB tox – cytotoxicity in KKLEB CF airway cells, primary screen, cytotoxicity control for CF NF-kB inhibitor project, cell-based, uHTS, fluorescence assay plates; KKLEB CF airway cells viability, ATPlite luminescence, overnight; stronger effect = lower value; cells stimulated with P. aeruginosa culture filtrate; activity change (cytotoxicity), % at 5 µM; hit rate 0.36% among 360,000; AID 602141, 2011;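 active = corrected activity change at or below -50% at 5 µM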
* marks the source's active call; other numbers are inactive results; / = no result given. Compounds as they come, and some 3.3% of all compounds hit somewhere here.

SMILES	CaV13 ICDI inh	NR2E3 ag-1	CF NFkB block	Peg3 promoter	MITF TRPM1 inh	NR2E3 ag-2	PDI inh	Vif imaging	HIF-2a block	Shn3 inh set2	KKLEB tox
COc1ccc(S(=O)(=O)Nc2ccc3c(c2)C(=O)N([C@H](C)CO)C[C@H](C)[C@@H](CN(C)S(=O)(=O)c2ccccc2)O3)cc1	-5	/	-20	0	0	-34	10	-14	12	23	7
Cc1cccc(N=c2oc3cc(O)ccc3cc2C(N)=O)c1	11	3	68*	-179	-36	-132	-3	-6	-116	4	-15
Cc1cccc(/C=N/n2c(C)nnc2C)c1	/	0	2	3	1	-30	-3	5	9	7	4
CCc1cc(=O)[nH]c(SCCc2ccccc2)n1	/	4	-4	-11	21	-35	-2	14	-27	3	2
O=Cc1ccc(Sc2nnc(-c3ccccc3)o2)c([N+](=O)[O-])c1	/	6	8	11	-17	-1	7	7	16	-11	8
CNC(=O)C1(C)C=CCN1C(=O)c1ccccc1 (stereo unspecified)	-11	0	8	-15	-13	-23	2	3	-32	-5	-4
S=c1nc(-c2cccc(Cl)c2)[nH][nH]1	-5	-2	3	-7	-5	-45	-7	0	-30	7	1
COc1ccccc1CNC(=O)Cn1c(=O)c2cccn2c2cccnc21	-2	2	-5	9	-1	8	0	1	-5	-18	8
Nc1nc(-c2ccco2)nn1C(=O)c1cccnc1	-4	-1	-6	3	-14	-10	-8	/	9	8	2
CC12C(=O)N(c3ccccc3C(=O)O)C(=O)C1C1C=CC2C1 (stereo unspecified)	/	-2	-11	-13	-5	-18	-2	0	-3	-26	14
CCOC(=O)c1cnc2c(-c3cccc(Br)c3)cnn2c1C	-5	5	-2	-222	-51	-37	-6	-18	-207	-53	-3
Cc1cccc(N2C(=O)C3CCCN3C2=S)c1 (stereo unspecified)	-19	3	-14	-5	-3	-12	-1	-5	15	-14	4
O=S1(=O)CC(N2CCN(c3ccccn3)CC2)CN1C1CCCCC1 (stereo unspecified)	-10	/	-8	11	/	-7	/	/	-4	-29	-4
Cc1ccc(C)c(C(O)c2ncc(-c3ccc(F)cc3)[nH]2)c1 (stereo unspecified)	-10	/	6	0	/	-10	11	/	-1	10	-1
CN(C)CCNC(=S)Nc1ccccc1C(C)(C)C	-2	2	0	11	-2	-7	2	3	11	7	-7
O=c1[nH]n2c(C(F)(F)F)cc(C3CC3)nc2c1N=Nc1ccccc1	-6	-1	-19	13	-1	-19	1	-1	22	-13	4
CC(Cn1nnc2ccccc21)C(=O)O (stereo unspecified)	-1	3	-3	4	7	-15	-6	3	23	-38	3
C=CCc1cccc(/C=N/c2ncn[nH]2)c1O	-5	-2	-22	7	0	-2	-10	-8	17	-19	12
CCOC(=O)C(C)Oc1ccccc1C1NC(=O)NC(C)=C1C(=O)Nc1ccc(C)c(C)c1 (stereo unspecified)	-6	3	-9	8	7	-3	-5	-4	3	-16	9
COc1ccc(OCc2nn[nH]n2)cc1	-20	2	-24	8	2	10	-16	3	17	-9	-13
N#CCCN(C(=S)NC(=O)c1ccco1)c1ccccc1F	-6	1	9	1	0	-24	-6	-6	14	-19	-11
CCCS(=O)(=O)NC(=O)C1(C)CCN(C(=O)c2c(F)ccc(C)c2F)C1 (stereo unspecified)	-7	/	8	-2	/	4	10	-4	-1	11	6
COc1ccc(-n2c(=S)[nH]c3cc(C(=O)Nc4ccccc4OC)ccc3c2=O)c(OC)c1	-4	4	-2	-23	3	-19	1	-10	-1	39	2
Nc1cccnc1Sc1cc(Cl)cc(Cl)c1	/	2	-14	7	16	0	-11	-1	6	-4	1

12 neighbouring entries out of the list so far, quoted:
SMILES	CaV13 ICDI inh	NR2E3 ag-1	CF NFkB block	Peg3 promoter	MITF TRPM1 inh	NR2E3 ag-2	PDI inh	Vif imaging	HIF-2a block	Shn3 inh set2	KKLEB tox
Cc1cccc(N2C(=O)C3CCCN3C2=S)c1 (stereo unspecified)	-19	3	-14	-5	-3	-12	-1	-5	15	-14	4
O=S1(=O)CC(N2CCN(c3ccccn3)CC2)CN1C1CCCCC1 (stereo unspecified)	-10	/	-8	11	/	-7	/	/	-4	-29	-4
Cc1ccc(C)c(C(O)c2ncc(-c3ccc(F)cc3)[nH]2)c1 (stereo unspecified)	-10	/	6	0	/	-10	11	/	-1	10	-1
CN(C)CCNC(=S)Nc1ccccc1C(C)(C)C	-2	2	0	11	-2	-7	2	3	11	7	-7
O=c1[nH]n2c(C(F)(F)F)cc(C3CC3)nc2c1N=Nc1ccccc1	-6	-1	-19	13	-1	-19	1	-1	22	-13	4
CC(Cn1nnc2ccccc21)C(=O)O (stereo unspecified)	-1	3	-3	4	7	-15	-6	3	23	-38	3
C=CCc1cccc(/C=N/c2ncn[nH]2)c1O	-5	-2	-22	7	0	-2	-10	-8	17	-19	12
CCOC(=O)C(C)Oc1ccccc1C1NC(=O)NC(C)=C1C(=O)Nc1ccc(C)c(C)c1 (stereo unspecified)	-6	3	-9	8	7	-3	-5	-4	3	-16	9
COc1ccc(OCc2nn[nH]n2)cc1	-20	2	-24	8	2	10	-16	3	17	-9	-13
N#CCCN(C(=S)NC(=O)c1ccco1)c1ccccc1F	-6	1	9	1	0	-24	-6	-6	14	-19	-11
CCCS(=O)(=O)NC(=O)C1(C)CCN(C(=O)c2c(F)ccc(C)c2F)C1 (stereo unspecified)	-7	/	8	-2	/	4	10	-4	-1	11	6
COc1ccc(-n2c(=S)[nH]c3cc(C(=O)Nc4ccccc4OC)ccc3c2=O)c(OC)c1	-4	4	-2	-23	3	-19	1	-10	-1	39	2

(continued)
SMILES	CaV13 ICDI inh	NR2E3 ag-1	CF NFkB block	Peg3 promoter	MITF TRPM1 inh	NR2E3 ag-2	PDI inh	Vif imaging	HIF-2a block	Shn3 inh set2	KKLEB tox
CC(C#N)(NC(=O)CN1CCN(S(=O)(=O)c2ccccc2Cl)CC1)C1CC1 (stereo unspecified)	-2	1	12	-6	9	-30	7	10	7	13	-7
CC1(C)CN(C(=S)Nc2ccc(F)cc2F)C1=O	-17	-1	10	5	-3	-16	-32	-4	14	-4	-3
O=C(CCNC(=O)c1ccc(Br)cc1)NCC1COc2ccccc2O1 (stereo unspecified)	-6	3	-23	-151	-37	-101	-2	/	-153	-30	3
COc1ccc(CNc2ccc(Br)cc2)cc1	-4	-1	-36	-244	-56	-35	21	-6	-259	-30	6
CCN(CC)S(=O)(=O)c1ccc(N2CCN(C)CC2)c(NC(=O)Nc2ccc(C)cc2)c1	-7	2	-2	-3	-45	-12	-9	6	-73	-3	4
CC(C)(C)c1ccccc1NC(=O)Cn1c(=O)cnc2ccccc21	-13	1	1	12	3	-19	-4	1	11	4	6
CSc1nc(N)c2c(C)c(C)sc2n1	-5	1	-7	-31	4	-2	11	8	-25	16	-3
COc1ccccc1C(=O)OCC(=O)c1ccc(CNC(C)=O)s1	-3	/	-2	-5	-2	5	14	3	2	-33	0
COc1ccc(C2=CC(c3sccc3C)n3nnnc3N2)cc1 (stereo unspecified)	-17	-5	-10	-208	-29	-56	-7	11	-196	-47	-6
O=C(COc1cc(F)ccc1[N+](=O)[O-])Nc1ccc2c(c1)OCO2	-6	3	-4	-172	-66	12	-3	-3	-106	-39	-5
CC(=O)NCCNC(=O)C1(C)Cc2c(-c3ccc(NC(C)=O)cc3)ccnc2O1 (stereo unspecified)	-8	/	-22	2	/	-43	-5	/	-1	-7	7
COc1cc(C)nc(Oc2ccc(=O)n(C)n2)n1	/	/	12	9	3	-27	9	10	21	-13	-8

Record cards, from the list above.
Results for CC(C)(C)c1ccccc1NC(=O)Cn1c(=O)cnc2ccccc21 = CaV13 ICDI inh = -13; NR2E3 ag-1 = 1; CF NFkB block = 1; Peg3 promoter = 12; MITF TRPM1 inh = 3; NR2E3 ag-2 = -19; PDI inh = -4; Vif imaging = 1; HIF-2a block = 11; Shn3 inh set2 = 4; KKLEB tox = 6
Results for COc1ccc(CNc2ccc(Br)cc2)cc1 = CaV13 ICDI inh = -4; NR2E3 ag-1 = -1; CF NFkB block = -36; Peg3 promoter = -244; MITF TRPM1 inh = -56; NR2E3 ag-2 = -35; PDI inh = 21; Vif imaging = -6; HIF-2a block = -259; Shn3 inh set2 = -30; KKLEB tox = 6

Later entries.
SMILES	CaV13 ICDI inh	NR2E3 ag-1	CF NFkB block	Peg3 promoter	MITF TRPM1 inh	NR2E3 ag-2	PDI inh	Vif imaging	HIF-2a block	Shn3 inh set2	KKLEB tox
O=C(Nc1ccccc1N1CCOCC1)c1ccccc1NS(=O)(=O)c1ccc(F)cc1	-5	-4	9	11	-6	-20	-4	6	19	6	1
NC(=O)C1CCN(Cc2nc3ccccc3c(=O)[nH]2)CC1	/	-2	-3	20	1	-4	3	-6	5	5	3
O=C(CCn1cccn1)Nc1ccc(-c2ccno2)cc1	-7	1	-35	-60	-26	-43	15	-5	-109	-46	32
CC(C)(C)C(=O)C1=C(O)C(=O)N(c2ccccc2)C1c1ccccc1 (stereo unspecified)	-20	10	18	3	13	-9	13	-4	21	-29	2
CN(CC(=O)Nc1ccncc1)S(=O)(=O)c1ccc(Br)cc1	-5	1	-7	-40	7	-1	-4	2	4	30	4
CN1C(=O)[C@H]2[C@@H](c3ccccc3)N[C@]3(CCCN(Cc4ccc(F)cc4)C3=O)[C@H]2C1=O	-3	/	1	10	/	-17	1	1	-6	-7	10
CCCc1ccc(-c2c(C)sc(NC(=O)c3ccnn3C)c2C#N)cc1	-3	1	7	14	21	27	6	-40	-24	52	16
O=C(Nc1cc(S(=O)(=O)N2CCOCC2)ccc1N1CCOCC1)C1CCCO1 (stereo unspecified)	0	3	1	-5	27	-12	3	11	10	9	9
Cc1c(C(=O)O)cccc1-n1c(C)cc(C=O)c1C	-5	-4	-10	-42	12	-19	-7	16	-46	-30	30
CCc1cccc(C)c1NC(=O)COC(=O)CSCc1ccccc1	-3	/	3	2	-16	-13	2	10	12	-12	-7
CC1CCCN(S(=O)(=O)c2ccc3c(c2)C(C)(C)C(=O)N3C)C1 (stereo unspecified)	/	1	-12	0	-7	-11	/	-1	14	-8	18
Cc1ccc(CSCC(=O)Nc2ccccc2F)cc1	4	0	-5	-105	-55	-39	9	7	-184	-13	14
Cc1c(OCc2nn[nH]n2)ccc2c(-c3ccccc3)cc(=O)oc12	-5	4	13	11	-1	-10	-1	22	9	-7	-9
Cc1ccc(C(=O)N/C(=C/c2ccco2)C(=O)N2CCC(C)CC2)cc1	-7	-1	-3	3	-3	-4	-2	11	3	0	4
